# STK33 kinase inh: inhibitors of human STK33 kinase | Q9BYT3 | purified STK33, MBP phosphorylation, ADP-Glo luminescence | inhibition, % at 10 µM | actives 0.073% (n = 320,000) | AID 2661;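 active means inhibition at or above 25%, using the most active replicate where run in duplicate; inactive means inhibition below 25%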
# Target sequence (Q9BYT3 whole entry, looked up): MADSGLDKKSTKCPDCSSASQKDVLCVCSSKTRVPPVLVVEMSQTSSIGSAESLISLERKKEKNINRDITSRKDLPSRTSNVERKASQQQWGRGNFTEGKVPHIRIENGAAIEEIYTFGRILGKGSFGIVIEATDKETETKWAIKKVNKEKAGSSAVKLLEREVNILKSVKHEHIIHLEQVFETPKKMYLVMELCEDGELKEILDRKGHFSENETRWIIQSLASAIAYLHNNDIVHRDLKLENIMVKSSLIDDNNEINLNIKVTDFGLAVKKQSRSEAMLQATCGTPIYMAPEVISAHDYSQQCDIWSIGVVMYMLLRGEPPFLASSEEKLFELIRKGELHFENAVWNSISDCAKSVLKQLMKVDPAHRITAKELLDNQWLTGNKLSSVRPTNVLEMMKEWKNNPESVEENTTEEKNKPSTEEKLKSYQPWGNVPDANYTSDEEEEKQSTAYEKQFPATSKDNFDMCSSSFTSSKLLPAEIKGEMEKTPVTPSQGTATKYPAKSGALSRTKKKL
# Kir21 inh: blocks the mouse Kir2.1 inward-rectifier potassium channel; HEK293-Kir2.1, FluxOR thallium flux fluorescence; stronger effect = lower value; B-score at 10 µM; actives 0.85% (n = 310,000); AID 1672;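 active means fluorescence ratio B-score at or below minus 3 SD of library scores, with starting-brightness B-score within 2 SD, cut at about -4.2 in these data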;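 further: channel flux triggered by added potassium and thallium sulfate stimulus; B-score of peak minus minimum fluorescence over baseline after thallium stimulus; more negative B-score means stronger Kir2.1 block with less thallium influx; some compounds called inactive have numbers as strong as hits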
# Target sequence (P35561 whole entry, looked up): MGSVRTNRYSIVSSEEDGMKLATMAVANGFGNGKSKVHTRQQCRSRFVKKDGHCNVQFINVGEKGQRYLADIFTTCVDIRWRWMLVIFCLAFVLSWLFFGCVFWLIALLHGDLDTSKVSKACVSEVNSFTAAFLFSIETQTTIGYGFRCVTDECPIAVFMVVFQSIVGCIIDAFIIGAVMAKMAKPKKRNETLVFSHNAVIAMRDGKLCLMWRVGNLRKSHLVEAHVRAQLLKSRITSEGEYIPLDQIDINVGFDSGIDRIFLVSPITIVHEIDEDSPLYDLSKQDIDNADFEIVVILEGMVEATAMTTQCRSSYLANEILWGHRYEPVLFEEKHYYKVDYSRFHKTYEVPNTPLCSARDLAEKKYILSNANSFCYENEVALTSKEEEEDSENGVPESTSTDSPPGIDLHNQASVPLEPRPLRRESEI
# * marks the source's active call; other numbers are inactive results; / = not tested or not shown; & = joins results of further samples.
SMILES,STK33 kinase inh,Kir21 inh
Cc1c(-c2cccs2)[n+](=O)c2c(n1[O-])CCCC2,-1.4,-1.2
COCCCNC(=O)C1=CCN(S(=O)(=O)c2ccc(C)cc2)CC1,-0.7,-0.5
CN(C)c1cccc(C(=O)OCCCC(=O)c2ccc(F)cc2)c1,-1.2,/
CC(=O)c1cccc(NC(=S)NC2CCCCCCC2)c1,-2.5,0.56
CC(=O)Nc1ccc(C(=O)CSc2nnnn2C(C)C)cc1,0.2,0.03
CCOc1ccc(/C=C2/SC(=O)NC2=S)cc1,0.6,2.3
COc1cc(/C=C2\SC(c3ccc(C)cc3)=NC2=O)cc(OC)c1OC,-0.6,-2.5
O=C1CCSc2ccc(Cl)cc2N1Cc1ccc(Cl)cc1,-0.7,-2.2
COc1ccc(C(=O)N2CCC(n3c(C)nc4cc(F)ccc43)CC2)cc1,1.2,0.67
COCCN(CCOC)C(=O)C1CCN(c2ccc(S(=O)(=O)N3CCOCC3)cc2[N+](=O)[O-])CC1,-0.1,0.01
COc1ccc(CN2C3CCCC2CC(NC(=O)Nc2ccccc2)C3)cc1 (stereo not given),-3.7,-0.69
C=CCc1cc(OC)ccc1OCCOCCC(C(=O)OCC)C(=O)OCC,0.0,0
COc1ccc(/C=N/NC2=NS(=O)(=O)c3ccccc32)cc1,-2.6,0.04
Cc1ccc(C(=O)Nc2cccc(C(=O)N/N=C/c3ccc(F)cc3)c2)cc1,0.3,0.17
COc1ccc(/C=N/c2oc(-c3ccccc3)cc2C#N)cc1,0.4,-0.33

# Next section, starting with the last four of the part before.
SMILES,STK33 kinase inh,Kir21 inh
C=CCc1cc(OC)ccc1OCCOCCC(C(=O)OCC)C(=O)OCC,0.0,0
COc1ccc(/C=N/NC2=NS(=O)(=O)c3ccccc32)cc1,-2.6,0.04
Cc1ccc(C(=O)Nc2cccc(C(=O)N/N=C/c3ccc(F)cc3)c2)cc1,0.3,0.17
COc1ccc(/C=N/c2oc(-c3ccccc3)cc2C#N)cc1,0.4,-0.33
O=[N+]([O-])c1cc(CN2CCN(c3cccc(C(F)(F)F)c3)CC2)c2cccnc2c1O,-0.4,-0.11
O=C(CCS(=O)(=O)Cc1ccccc1)N1CCN(c2ccccc2)CC1,-1.3,0.78
CC(C)C[C@H](NC(=O)c1nc[nH]c1C(=O)N[C@@H](CCCCN)C(=O)OC(C)(C)C)C(=O)OC(C)(C)C,1.6,/
COc1ccc(C(=O)Cc2ccc(F)cc2)c(OC)c1,-0.4,-0.7
O=Cc1cn(-c2ccccc2)nc1-c1ccccc1,-2.2,1.7
COC(=O)CNC(=O)CCCCC(=O)NCC(=O)OC,-0.4,0.04
CCOc1ccc(OCC(=O)Nc2ccccc2N2CCCC2)cc1,-0.5,-0.85
Cc1cccc2cc(CN(Cc3ccccc3)C(=S)NCCCN(C)C)c(=O)[nH]c12,-1.7,0.4
CC1(C)CC(NC(=O)c2ccccc2Cl)CC(C)(C)N1,1.2,-0.6
CCc1ccccc1NC(=O)CN1CCN(C(=O)CNC(=O)c2ccc(N3CCCC3=O)cc2)CC1,-0.5,/
COc1cccc(C(c2nnnn2Cc2ccccc2)N2CCN(C3CCCC3)CC2)c1OC (stereo not given),-1.1,-2.2
COc1cc(NC(=O)CN2CCCCC2)c(C)cc1[N+](=O)[O-],0.8,1.1
COc1cccc(/C=C/C(=O)Nc2ccc3[nH]c(=O)[nH]c3c2)c1,0.9,0
CCN(CC(=O)Nc1c(F)cccc1F)C(=O)Cc1ccccc1,0.3,-0.34
CNC(=S)N(Cc1ccc(OC)cc1)Cc1cc2cc(C)ccc2[nH]c1=O,-6.0,0.16
O=C(NNC(=O)c1ccccc1Br)c1ccc(Cl)cc1,1.3,-0.04
CC1(C)Cc2ccccc2C(COc2ccccc2)=N1,-0.4,-0.55
NC(=O)CSc1ccc(-c2ccc(F)cc2)nn1,-1.7,-0.15
CC1(c2ccc(Cl)cc2)NC(=O)N(CC(=O)NC2CCCCC2)C1=O (stereo not given),-1.2,/
COC(=O)C1CCN(C(=O)/C=C/c2ccc3c(c2)OCO3)CC1,-0.4,0.56
O=C(COc1ccccc1)N1CCN(S(=O)(=O)c2ccc(Cl)cc2)CC1,-0.1,-2.7
CN(C)CCOC(=O)c1ccc2c(c1)S(=O)(=O)c1ccccc1C2=O,1.2,-0.19
CCOc1cc(/C=C2\SC(=NC)N(C)C2=O)c(Br)cc1OC(C)=O,-0.7,-0.41
COc1ccc(N2CCN(C(=O)CSc3nnc(NC(=O)C4CC4)s3)CC2)cc1,-0.6,-0.93
CC(C)Cc1nc(S(=O)(=O)c2ccc(Cl)cc2)c(N2CCOCC2)o1,0.9,-0.8
Cc1c(NC(=S)N2CCN(c3ccc(F)cc3)CC2)c(=O)n(-c2ccccc2)n1C,0.1,1.3
NC(=O)C1CCN(c2ncnc3c2c(-c2ccccc2)cn3-c2ccccc2)CC1,2.1,1.1
CC1(OC(=O)CCc2ccccc2)C(=O)C=C2C=C(c3ccc(C#N)cc3)N(CC3CC3)C=C2C1=O (stereo not given),0.9,-0.48
Cc1cc(SCc2cc(=O)[nH]c3ccccc23)nc2ccccc12,0.8,-0.69
CC1C(=O)N2CCCc3cc(NC(=O)C(=O)NCCCc4ccccc4)cc1c32 (stereo not given),-0.1,-2
CCCCCC(C)n1[nH]c(=O)c2c(C)cc(C)nc21 (stereo not given),-0.4,-2.2
Cc1ccc(-c2cc(C(=O)O)c3ccccc3n2)s1,1.7,0.02
O=C(c1ccco1)N1CCN(c2c(-c3ccccc3)c3cc(Cl)ccc3[nH]c2=O)CC1,0.5,0.84
O=C(Cc1ccc(S(=O)(=O)N2CCOCC2)s1)NCCOc1ccccc1,-1.1,0.08
COC(=O)/C=C1/S/C(=N/NC(=O)c2ccccc2C)NC1=O,1.5,1.8
C/C(=N\NC(=O)c1cccc(S(=O)(=O)N2CCCC2)c1)c1ccccc1F,3.4,1.8
CC(C)c1ccc(C2/C(=C(/O)c3ccccc3)C(=O)C(=O)N2CCCN2CCOCC2)cc1 (stereo not given),0.7,-2
O=C(CC1C(=O)NCCN1Cc1ccc(F)cc1Cl)NC1CCCCCCC1 (stereo not given),-1.0,-0.42
COc1ccc(NC(=O)C2CCN(S(C)(=O)=O)CC2)c(OC)c1,0.4,-0.46
O=C(c1cc(-c2cccc(Cl)c2)on1)N1CCc2ccccc2C1,-2.1,-1.2
Cc1cc(-c2nnnn2-c2ccc(F)cc2)no1,0.3,0.12
Cc1ccc(S(=O)(=O)N2CC(O)CC2C(=O)OCC(=O)c2ccccc2Cl)cc1C (stereo not given),/,-1.7
O=S(=O)(c1ccccc1)N1CCC2(CC1)CO2,-0.4,0.08
CC(CCc1ccccc1)NC(=O)c1ccc(Cl)nc1 (stereo not given),-0.6,-0.01
CN(CCCNC(=O)CN1C(=O)CC(C)(C)S(=O)(=O)c2ccccc21)C1CCCCC1,-1.6,1.5

# Reprinted at random: 6 compounds from above, in no set order.
SMILES,STK33 kinase inh,Kir21 inh
CCCCCC(C)n1[nH]c(=O)c2c(C)cc(C)nc21 (stereo not given),-0.4,-2.2
O=C(c1cc(-c2cccc(Cl)c2)on1)N1CCc2ccccc2C1,-2.1,-1.2
O=S(=O)(c1ccccc1)N1CCC2(CC1)CO2,-0.4,0.08
Cc1cc(-c2nnnn2-c2ccc(F)cc2)no1,0.3,0.12
COC(=O)/C=C1/S/C(=N/NC(=O)c2ccccc2C)NC1=O,1.5,1.8
CN(CCCNC(=O)CN1C(=O)CC(C)(C)S(=O)(=O)c2ccccc21)C1CCCCC1,-1.6,1.5

# (further entries)
SMILES,STK33 kinase inh,Kir21 inh
COc1ccc(-c2cc(C(F)(F)F)nc(N3CCOCC3)n2)cc1,0.8,-0.92
CCc1ccc(Nc2ccc(C(=O)O)cc2[N+](=O)[O-])cc1,-2.4,-0.8
CCN(CC)S(=O)(=O)c1cccc(C(=O)N[C@H](C(=O)Nc2nc3ccc(F)cc3s2)C(C)C)c1,-0.3,0.06
CC(C)(C)NC(=O)C1CC(=O)OC1(C)C (stereo not given),-0.9,0.68
CC(C)=CCN1CCN(CCC2=C(C)CCCC2(C)C)CC1CCO (stereo not given),2.4,-2
COc1cc(-c2nc(-c3ccccc3)c(-c3ccc(F)cc3)[nH]2)cc2c1OCO2,-1.8,0.61
O=C(/C=C/c1ccco1)N(Cc1ccccc1F)C1CCS(=O)(=O)C1 (stereo not given),/,0.08
Cn1c(SCC(=O)N2CCCCC2)nc2c(c1=O)SCC2,1.5,-2.5
Clc1ccccc1Nc1nnc(-c2ccncc2)s1,1.6,0.01
CCCCCCC1/C(=N/O)CCC1C(=O)OC (stereo not given),1.4,0.04
Cc1ccc(C)c(NC(=S)N2CCCCCC2)c1,-0.5,/
COc1cccc(NC(=O)CN2CCN(CC(=O)Nc3ccc(F)cc3)CC2)c1,-1.4,-0.23
O=C(Nc1ccccc1)Nc1nnc(CSCc2ccccc2Cl)s1,-1.0,0.93
CN(CC1COc2ccccc2O1)C(=O)CSc1ncccn1 (stereo not given),-1.1,/
COc1cccc(-c2nn(C)c3sc(C(=O)NCc4ccc5c(c4)OCO5)cc23)c1,-1.3,0.54
Cc1occc1-c1nnc(SCC(=O)NCc2ccc3c(c2)OCO3)n1CC(C)C,1.2,-0.74
COc1ccc(OC)c(NC(=O)COC(=O)Cc2ccsc2)c1,0.6,/
O=C(COC(=O)c1c2c(nc3ccccc13)/C(=C/c1ccco1)CC2)NC1CCCC1,/,0.04
O=C(COC(=O)CNC(=O)c1ccccc1F)Nc1ccc2[nH]c(=O)[nH]c2c1,-0.8,0.08
Clc1ccc(CSc2nnc(/C=C/c3ccccc3)o2)c(Cl)c1,-1.0,1.6
CCC(CO)n1c(SCc2cc(=O)oc3cc(C)ccc23)nc2ccccc2c1=O (stereo not given),-0.3,0.2
Cc1cc(NS(=O)(=O)c2ccc(N3C(=O)C4C5C=CC(C5)C4C3=O)cc2)nc(C)n1 (stereo not given),-2.1,1.2
CCOC(=O)Cc1csc(NC(=O)CN2CCN(CC)CC2)n1,-4.0,-2
CC(=O)Nc1ccc(NC(=O)C(C)OC(=O)c2ccc(S(=O)(=O)N3CCCCCC3)cc2)cc1 (stereo not given),-0.9,/
O=C(CNC(=O)c1ccccc1)NCc1nc2ccccc2[nH]1,/,1.4
CCOc1cc(Cl)c(S(=O)(=O)NCc2ccccn2)cc1Cl,0.0,-2.6
CC1(C)Cc2ccccc2C(N/N=C/c2cccc(F)c2)=N1,5.3,0.24
Cc1nc2ccc(NC(=O)c3sccc3C)cc2s1,0.7,0.07
CCOC(=O)CN1C(=O)NC(C)(c2ccc(OC(F)F)cc2)C1=O (stereo not given),0.9,-0.06
O=[N+]([O-])c1ccc(Cl)c(/C=N/NC(=S)Nc2ccccc2)c1,-1.6,1
Cc1cccc(OCCCC(=O)Nc2ccc(Br)cc2)c1,-0.1,0.67
CC(=O)c1ccc(NC(=O)c2cc(C)no2)cc1,-0.6,-0.71
CCC1(CC)Cc2ccccc2C(CC(=O)N2CCOCC2)=N1,-0.9,0.54
CN(CC1COc2ccccc2O1)C(=O)c1ccc(Cl)c(S(=O)(=O)N2CCCCCC2)c1 (stereo not given),-0.6,/
N#Cc1cccc(Cn2nnc(-c3ccccc3)n2)c1,-0.5,-0.35
COc1cccc(NC(=O)C2CCCN(S(=O)(=O)c3ccc(-n4cnnn4)cc3)C2)c1 (stereo not given),0.2,-0.75
O=C(CSc1nnc(Nc2ccccc2)s1)Nc1cccnc1Cl,0.2,0.41
CCOC(=O)N1CCc2c(sc(NC(=O)C3=COCCO3)c2C(N)=O)C1,-0.5,0
COC(=O)c1sccc1NC(=O)c1cc(-c2ccc(C)cc2)nc2ccccc12,0.0,0.92
COCCNC(=S)N(CCc1c(C)[nH]c2ccc(C)cc12)Cc1ccco1,0.6,-4.1
O=c1cc(-c2ccccc2)nc2nc(-c3ccccc3)[nH]n12,2.6,0.28
CCCNC(=O)C1(CC2CC(c3ccccc3)=NO2)CCN(C(=O)c2ccccc2)CC1 (stereo not given),-1.4,/
COc1ccc(OC)c(CN(CCN2CCOCC2)C(=O)Nc2ccccc2)c1,-2.1,0.13
CC(C)COc1ccc(C(=O)N/N=C/c2ccoc2)cc1,-1.1,0.21
COc1ccc(S(=O)(=O)CCC(=O)NCCc2ccc(Cl)cc2)cc1,0.8,-0.38

# Individual results from the list:
# Reading of CCOC(=O)N1CCc2c(sc(NC(=O)C3=COCCO3)c2C(N)=O)C1 under Kir21 inh: 0
# Reading of CC(=O)c1ccc(NC(=O)c2cc(C)no2)cc1 under STK33 kinase inh: -0.6
# Reading of O=c1cc(-c2ccccc2)nc2nc(-c3ccccc3)[nH]n12 under Kir21 inh: 0.28
# Reading of COc1cccc(NC(=O)C2CCCN(S(=O)(=O)c3ccc(-n4cnnn4)cc3)C2)c1 (stereo not given) under Kir21 inh: -0.75

# The list continues:
SMILES,STK33 kinase inh,Kir21 inh
Cc1cccc(OCC(=O)N/N=C/c2sc(=O)n(Cc3cccc(C(=O)O)c3)c2Cl)c1,-0.8,0.62
C[C@H](CO)N1C[C@H](C)[C@@H](CN(C)S(=O)(=O)c2ccc(F)cc2)Oc2ccc(NC(=O)Cc3cn(C)c4ccccc34)cc2C1=O,-0.9,/
CN(C(=O)c1ccc(NC(=O)Cc2ccc(NC(=O)C3CCCN(C(=O)C4CC4)C3)cc2)cc1)C1CC1 (stereo not given),-0.6,/
O=C1CC(=C(c2ccccc2)c2ccccc2)C(=O)N1CCCN1CCN(c2cccc(Cl)c2)CC1,-0.6,2
COc1ccc(C2=NS(=O)(=O)N(C)C(C(=O)NCc3ccco3)=C2)cc1OC,0.2,1.2
CC(=O)c1cnc2ncnn2c1C,-0.4,0.01
CCn1c(COc2ccccc2C)nc2ccccc21,1.4,-1.3
O=C(CSc1nnc(-c2ccccc2F)n1C1CC1)Nc1ccc2[nH]c(=O)[nH]c2c1,-0.1,-0.03
Clc1ccc(CN2CCCCCCC2)cc1,5.2,-1.3
COC(=O)c1cc2oc3ccccc3c2n1Cc1ccccn1,-1.9,0.01
O=C(CN1C(=O)c2ccccc2C1=O)Oc1ccc(F)cc1,-1.8,1.5
Oc1c(C=C2N=c3ccccc3=N2)sc(=S)n1C1CCCCC1,-0.5&-1.3,-0.01&-0.6
